# IDH1 R132H inh: blocks human mutant IDH1 R132H enzyme; Potency, µM (series often up to 76.6 µM), for the others: at the top dose activity change, negative = inhibition, hits mostly inhibitors; actives 0.093% (n = 390,000); IDH1-R132H enzyme, NADPH consumption, diaphorase/resazurin fluorescence; AID 602179; O75874; note: potency is the fitted concentration of half-maximal effect; % is set by controls: 0 for no effect and ±100 for the full control effect; nearly all actives have a fitted effect of over 65% in size
# Target sequence (O75874 whole entry R132H, stated change not applied): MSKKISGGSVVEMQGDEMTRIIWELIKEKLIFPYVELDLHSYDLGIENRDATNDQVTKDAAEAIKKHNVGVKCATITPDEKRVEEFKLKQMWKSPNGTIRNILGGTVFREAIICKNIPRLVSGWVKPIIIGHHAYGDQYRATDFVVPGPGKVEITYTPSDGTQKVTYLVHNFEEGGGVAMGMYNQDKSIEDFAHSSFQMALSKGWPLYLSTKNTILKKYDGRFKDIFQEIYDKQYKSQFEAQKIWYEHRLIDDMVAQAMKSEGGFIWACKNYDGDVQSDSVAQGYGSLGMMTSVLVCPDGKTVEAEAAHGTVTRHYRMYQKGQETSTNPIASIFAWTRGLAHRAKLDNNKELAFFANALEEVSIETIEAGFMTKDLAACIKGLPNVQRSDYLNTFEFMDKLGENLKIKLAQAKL
#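 IDH1-R132H (0.5 ug/mL dispensed) in pH 7.5 Tris buffer was preincubated 30 min with compound, then given a substrate mix of 0.016 mM NADPH and 2 mM alpha-KG for 80 min at room temperature; remaining NADPH was read by diaphorase/resazurin fluorescence.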
# USP1 inh: inhibitors of human USP1/UAF1 deubiquitinase; O94782; recombinant USP1/UAF1, Ub-Rhodamine cleavage fluorescence; Potency, µM (series often up to 57.1 µM), for inactives: at the top dose activity change, negative = inhibition, usual class: inhibitors; actives 0.23% (n = 390,000); note: potency is the fitted concentration of half-maximal effect; % is set by controls: 0 for no effect and ±100 for the full control effect; nearly all actives have a fitted effect of over 60% in size; inactives centre near -12
#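 High-throughput fluorogenic screen: 1nM USP1/UAF1 complex, Ub-Rho substrate 150nM final, 50mM HEPES pH 7.8 with 0.5mM EDTA, 0.1 mg/ml BSA, 1mM TCEP and 0.01% Tween-20.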
# TrxR1 inh: blocks rat thioredoxin reductase 1 | Potency, µM (titrated, usually from 114 µM), inactives show at the top dose activity change, negative = inhibition, usual class: inhibitors | actives 1% (n = 390,000) | recombinant rTrxR1, NADPH fluorescence consumption, selenite substrate | O89049; note: potency is the fitted concentration of half-maximal effect; % is set by controls: 0 for no effect and ±100 for the full control effect; nearly all actives have a fitted effect of over 65% in size
#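 Rat TrxR1 (90 nM in the dispensed reagent) was pre-reduced with 400 uM NADPH for 5 min at room temperature, then incubated with compound for 15 min. After 400 uM selenite was added, NADPH fluorescence (Ex 340/Em 450 nm) was followed for 8 min.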
# TRHR PAM: TRH receptor (human) allosteric enhancement; P34981; TRHR cells, fluo-8 calcium fluorescence, EC20 TRH enhancement; enhancement, % at 2 µM; actives 0.66% (n = 360,000); in the data active = enhancement above about 30%; note: 0% is about no effect
# Target sequence (P34981 whole entry, looked up): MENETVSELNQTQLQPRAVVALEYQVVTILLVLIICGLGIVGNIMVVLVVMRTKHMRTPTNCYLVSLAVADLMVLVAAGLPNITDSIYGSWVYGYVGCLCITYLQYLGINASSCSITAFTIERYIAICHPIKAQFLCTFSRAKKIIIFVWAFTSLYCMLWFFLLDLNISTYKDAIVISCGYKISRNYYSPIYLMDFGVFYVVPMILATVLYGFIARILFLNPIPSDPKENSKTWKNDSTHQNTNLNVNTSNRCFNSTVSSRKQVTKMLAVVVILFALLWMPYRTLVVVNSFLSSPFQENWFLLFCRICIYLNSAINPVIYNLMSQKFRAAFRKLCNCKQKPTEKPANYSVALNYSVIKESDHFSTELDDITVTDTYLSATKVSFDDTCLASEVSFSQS
#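 Enhancer read-out: after compound pinning and an initial kinetic agonist-mode read, an EC20 of TRH (10 nM final) was injected and fluo-8 calcium signal (Ex 480/Em 530) followed at 1 s/cycle for 100 cycles in TRHR-expressing cells.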
# PI4K2A block: inhibitors of human PI4K2A | actives 0.13% (n = 420,000) | Q9BTU6 | purified PI4K2A, ADP-Glo luminescence, 1 h; stronger effect = lower value | AID 1346378 | activity change, negative = inhibition, % at 76.9 µM; in the data active = activity change below about -50%; inconclusive = mostly about -30% to -49%;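 note: -100% = wells without enzyme as full effect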
#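 In this quantitative HTS, ADP production by PI4K2A was quantified luminescently after 1 h at ambient temperature; 100 microM adenosine served as plate-quality control.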
# D2 antagonist: antagonists of human D2 dopamine receptor | HEK293 TREx D2 cells, calcium flux, dopamine EC80 | P14416 | actives 2% (n = 340,000) | AID 485344 | inhibition, % at 10 µM; in the data active = inhibition above about 30%; note: 0% is about no effect
#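 Measurement of antagonist activity uses fluorescent calcium dye in inducible HEK293 T-REx D2 cells: 10 s baseline, compound addition with 180 s read, EC80 dopamine addition with a further 180 s read.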
# D2 ag: D2 dopamine receptor (human) agonism; P14416; HEK293 T-REx D2 cells, calcium flux agonist mode; activation, % at 2 µM; actives 0.53% (n = 340,000); AID 485358;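 active = activation over 3 SD above normal in the single-dose calcium agonist read, cut at about 30% in these data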; note: 0% is about no effect
#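 Tetracycline-induced HEK293 T-REx cells with force-coupled D2 receptor, plated overnight at 30 C, loaded with no-wash calcium dye. After a 10 s baseline, compound was pin-added and calcium flux read kinetically for 180 s; calcium rises flagged agonists.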
# TrxR1 substrate: is turned over as a substrate by rat TrxR1; purified TrxR1 substrate turnover, NADPH consumption readout; actives 0.01% (n = 390,000); O89049; Potency, µM (highest dose often 114 µM), for inactives: at the highest dose activity change, negative = substrate turnover; note: potency is the fitted concentration of half-maximal effect; % is set by controls: 0 for no effect and ±100 for the full control effect; nearly all actives have a fitted effect of over 50% in size
#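 Rat TrxR1, dispensed at 90 nM, was prereduced with 400 uM NADPH (final) for 5 min at ~22 deg C, then incubated with compound 15 min before 400 uM selenite. A first-read NADPH fluorescence drop versus no-compound background flagged substrates.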
# TRHR agonist: activates the human TRH receptor. AID 493084. actives 0.18% (n = 360,000). TRHR cells, calcium flux fluo-8, FDSS agonist mode. activation, % at 2 µM. P34981; in the data active = activation above about 30%; note: 0% is about no effect
#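 TRHR-expressing cells, plated overnight in medium with 10% serum, were loaded with fluo-8 calcium dye at room temperature. After a 10 s baseline, library compound was pin-added and calcium release was recorded kinetically (ex 480/em 530) as agonist response.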
# The depositor's hits bear a star; ? = inconclusive; / = not tested or not shown; & = joins results of further samples; [ ] = another dose, or the depositor's remark. Unless noted, calls come from the whole dose curve; as a rule, active = well fitted inhibition curve with a large enough effect; inconclusive = small, poorly fitted or top-dose-only effect; inactive = no such curve, though single readings can be large or run the other way. This is a random part of the collection; 3.9% or so of the library scored in one or more.
SMILES,IDH1 R132H inh,USP1 inh,TrxR1 inh,TRHR PAM,PI4K2A block,D2 antagonist,D2 ag,TrxR1 substrate,TRHR agonist
COc1ccc(NC(=O)CSc2nccn2Cc2ccc(F)cc2)cc1,1.4%,-3.3%,-10.0%,0.5,2.3,/,/,-12.8%,-1.6
O=C(c1cccnc1)N1CCN(S(=O)(=O)c2cccc(Cl)c2)CC1,-1.7%,-10.8%,-8.8%,-0.5,4.1,-6.3,0.1,-1.7%,-0.2
COc1ccc(C2=CSC3=NCCN23)cc1OC,3.6%,-14.2%,17.4%,-3.6,0.2,3.8,1.0,6.9%[2.29 µM],0.4
Cc1ccccc1NC(=O)C(C)O/N=C/c1cccc([N+](=O)[O-])c1 (stereo not given),-3.0%,4.6%,6.2%,-14.2,5.9,/,/,11.0%,0.5
COCCn1c(N)c(N(Cc2ccccc2)C(=O)c2ccc(C#N)cc2)c(=O)[nH]c1=O,1.9%,-22.7%,8.2%,-0.5,-1.7,-2.8,0.4,7.4%[57.1 µM],-1.5
COc1ccc(-c2cc(OC(=O)c3ccccc3C)c3c(C)oc(C)c3c(=O)c2)cc1,-16.8%,?,?,12.0,0.5,/,1.3,-3.0%,0.5
Cc1ccc(S(=O)(=O)N2CCN(C(=O)CSc3nnc(C)s3)C2)cc1,8.7%,-5.3%,6.0%[57.1 µM],4.1,-4.7,-8.7,-2.7,10.6%,0.0
Cc1ccc(S(=O)(=O)c2nc(S(C)(=O)=O)sc2N2CCCCC2C)cc1 (stereo not given),-11.9%,-12.9%,-2.1%,-7.7,1.0,-11.4,-1.8,-6.5%,-0.7
N#CCCN1CCN(C(=S)c2ccc(-c3cc(Cl)ccc3Cl)o2)CC1,3.6%,-20.5%,0.3%,-11.2,4.2,0.3,0.3,-3.7%,-0.4
CCCCCn1cnc2c(sc3nc4c(cc32)CSC(C)(C)C4)c1=O,0.0%,-7.8%,5.7%,-3.8,-2.2,12.6,6.4,-5.3%,0.4
COc1ccc(CCNS(=O)(=O)c2cccc3nsnc23)cc1OC,4.6%,-12.9%,9.7%[57.1 µM],-8.0,0.4,-11.7,-0.4,2.4%[57.1 µM],0.7
CS(=O)(=O)c1nc([N+](=O)[O-])nn1CCCc1ccccc1,3.5%,?,-54.8%,/,13.3,/,/,8.2%[57.1 µM],/
O=C1N(c2ccccc2)C(c2ccc(Cl)cc2)N2CCCN12 (stereo not given),9.2%,-14.3%,4.5%,-4.6,-1.9,4.1,0.5,-3.6%,0.2
O=C(CSc1n[nH]c(-c2ccncc2)n1)NC1CCS(=O)(=O)C1 (stereo not given),3.4%,-17.5%,7.4%,6.4,3.6,-19.2,0.9,24.4%,-0.2
Cc1nc(-c2ccc(C(=O)Nc3cc(S(N)(=O)=O)ccc3C)cc2)cs1,-1.6%,-13.0%,19.1%[2.29 µM],2.9,2.8,10.1,-0.8,-0.4%,0.0
c1ccc(CSc2ccc(-c3ccccn3)nn2)cc1,9.8%,-18.1%,25.1%[57.1 µM],-2.7,-4.9,12.2,-0.8,8.7%[57.1 µM],-0.2
OC(CC#CCN1CCCCC1)(c1ccccc1)c1ccccc1,2.9%,-15.6%,16.5%[57.1 µM],0.8,-2.8,-9.2,1.5,6.4%[57.1 µM],0.7
O=c1oc(-c2cccs2)nc2scc(-c3cccs3)c12,1.7%,-23.4%,21.3%[57.1 µM],4.8,13.7,-8.0,-0.8,8.8%[57.1 µM],0.5
O=C(CSC(=S)N1CCCC1)NCCc1ccccc1,7.6%,-16.3%,26.7%,-5.1,4.4,17.1,3.1,2.2%,-0.1
O=C1c2[nH]nc(-c3ccccc3O)c2C(c2ccc(Cl)cc2)N1Cc1ccco1 (stereo not given),39.8µM*,-12.0%,12.4%,8.4,0.2,/,1.3,4.5%,0.2

# Record cards, as listed above:
# Shown for N#CCCN1CCN(C(=S)c2ccc(-c3cc(Cl)ccc3Cl)o2)CC1 → IDH1 R132H inh = 3.6%; USP1 inh = -20.5%; TrxR1 inh = 0.3%; TRHR PAM = -11.2; PI4K2A block = 4.2; D2 antagonist = 0.3; D2 ag = 0.3; TrxR1 substrate = -3.7%; TRHR agonist = -0.4
# Shown for COc1ccc(CCNS(=O)(=O)c2cccc3nsnc23)cc1OC → IDH1 R132H inh = 4.6%; USP1 inh = -12.9%; TrxR1 inh = 9.7%[57.1 µM]; TRHR PAM = -8.0; PI4K2A block = 0.4; D2 antagonist = -11.7; D2 ag = -0.4; TrxR1 substrate = 2.4%[57.1 µM]; TRHR agonist = 0.7

# The main list resumes; the two compounds before the break are reprinted first.
SMILES,IDH1 R132H inh,USP1 inh,TrxR1 inh,TRHR PAM,PI4K2A block,D2 antagonist,D2 ag,TrxR1 substrate,TRHR agonist
O=C(CSC(=S)N1CCCC1)NCCc1ccccc1,7.6%,-16.3%,26.7%,-5.1,4.4,17.1,3.1,2.2%,-0.1
O=C1c2[nH]nc(-c3ccccc3O)c2C(c2ccc(Cl)cc2)N1Cc1ccco1 (stereo not given),39.8µM*,-12.0%,12.4%,8.4,0.2,/,1.3,4.5%,0.2
COc1ccc(Cn2nnnc2C(CC(C)C)N2CCN(c3ccccc3)CC2)cc1 (stereo not given),9.0%,-27.4%,10.7%[57.1 µM],-0.5,-1.1,-11.6,3.1,-10.5%[57.1 µM],1.3
O=[N+]([O-])C(C1CCS(=O)(=O)C1)C1CCS(=O)(=O)C1 (stereo not given),4.8%,-8.9%,15.6%,4.0,0.6,/,/,4.7%,-0.1
FC(F)(F)c1ccc2nnc(-c3c(Cl)cccc3Cl)n2c1,4.0%,-25.0%,11.5%,2.5,-3.8,11.2,2.7,0.0%,-0.1
CS(=O)(=O)c1ccc2nc(NC(=O)CCNC(=O)c3ccccc3Cl)sc2c1,-1.0%,-2.8%,-3.7%,-1.4,0.4,-18.6,-0.9,-8.0%,0.0
Cc1ccc(OCCC(=O)OCC(=O)Nc2ccc3[nH]c(=O)[nH]c3c2)cc1,-3.0%,-22.0%,-2.5%[57.1 µM],7.5,-7.7,-4.7,-0.2,-4.7%,0.3
Cc1ccc(CNC(=O)C2=CCN(S(=O)(=O)c3ccc(C)cc3)CC2)cc1,/,/,/,1.3,/,-32.1,-0.5,/,-0.8
Cc1ccc(-n2nc3c(=O)n(CCCC(=O)NCCc4ccccc4Cl)nc(C)c3c2C)cc1,2.2%,-22.2%,25.5%[0.457 µM],2.7,0.6,/,-1.4,-9.3%,-1.0
Cc1ccc(S(=O)(=O)N2CCCC(C(=O)NCCC3=CCCCC3)C2)cc1 (stereo not given),6.9%,-15.7%,24.0%,2.3,1.9,7.2,0.6,6.0%,-2.0
COc1ccc(CNCc2ccc(OC)c3ccccc23)cc1,0.8%,-20.0%,10.5%,0.4,6.1,11.9,1.6,5.5%,0.8
CCN1CCN(CC(=O)Nc2nc3ccc(OC)cc3s2)CC1,4.8%,-7.1%,8.4%,-5.2,-10.6,-16.1,0.5,6.8%,0.2
Cc1ccc(N=C2NC(=O)C(CC(=O)O)S2)cc1 (stereo not given),-2.4%,2.8%,-18.1%[57.1 µM],0.7,1.8,-5.4,0.7,-3.2%[57.1 µM],0.8
COCCCNC(=O)/C(=C\c1cccn1C)NC(=O)c1cccs1,5.4%,-17.9%,3.5%[57.1 µM],-1.2,9.2,9.0,1.0,-14.6%[57.1 µM],0.4
CCOCCCNC(=O)c1ccc(OC(C)=O)cc1,4.9%,-18.6%,7.0%,-4.6,2.7,-4.8,0.0,-0.1%,-0.1
Cc1ccc2oc(-c3cccc(NC(=O)C4CCCO4)c3)nc2c1 (stereo not given),-0.9%,-21.8%,16.0%,-3.3,-5.2,-4.2,0.0,47.4%[activator],-1.0
COc1ccc(C(CNS(=O)(=O)c2ccccc2)N2CCN(C)CC2)cc1 (stereo not given),3.6%,-20.2%,-10.9%,-4.2,1.3,16.0,-0.1,-7.9%,0.0
CC(C)(C)C1CCC2(CC1)Nc1cccc3cccc(c13)N2,4.1%,-2.9%,0.0%[57.1 µM],-2.5,-6.3,12.1,1.2,-6.8%,-0.5
COC(=O)Cc1[nH]n(-c2nc3ccccc3s2)c(=O)c1C(C)=Nc1ccc(OC)cc1,-2.7%,-15.7%,22.1%,9.1,-14.4,12.5,-1.2,1.0%,-0.1
CCOC(=O)C1CCCN(S(=O)(=O)Cc2ccc(Cl)cc2)C1 (stereo not given),8.4%,-18.0%,9.9%[57.1 µM],-9.8,1.3,-0.9,-0.3,7.6%[2.29 µM],0.1
Cc1ccc(C(C(=O)NC2CCCCC2)N(Cc2ccco2)C(=O)C2COc3ccccc3O2)o1 (stereo not given),?,-8.0%,10.1%,-2.1,-4.9,0.3,0.0,-7.2%,0.6
O=C(CN(c1cccc(Cl)c1)S(=O)(=O)c1ccc(Cl)cc1)NCc1ccccn1,1.5%,-1.6%,8.8%,-16.3,2.5,-0.7,0.4,2.8%,2.8
COc1cccc(/C=C/C(=O)OCC(=O)Nc2cc(S(=O)(=O)N3CCOCC3)ccc2C)c1,-7.4%,-19.5%,23.9%[57.1 µM],-4.1,1.7,-8.9,0.4,28.3%[57.1 µM],0.1
CCOC(=O)OC(C)OC(=O)[C@@H]1N2C(=O)[C@@H](NC(=O)[C@H](N)c3ccccc3)[C@H]2SC1(C)C (stereo not given in full),-2.7%,-26.9%,-3.2%,16.1,-6.6&-4.4,-8.0,-0.6,10.9%,0.0

# As entered above.
# D2 ag, COc1cccc(/C=C/C(=O)OCC(=O)Nc2cc(S(=O)(=O)N3CCOCC3)ccc2C)c1 reads 0.4
# TrxR1 inh, O=[N+]([O-])C(C1CCS(=O)(=O)C1)C1CCS(=O)(=O)C1 (stereo not given) reads 15.6%
# TrxR1 substrate, FC(F)(F)c1ccc2nnc(-c3c(Cl)cccc3Cl)n2c1 reads 0.0%
# TRHR PAM, CS(=O)(=O)c1ccc2nc(NC(=O)CCNC(=O)c3ccccc3Cl)sc2c1 reads -1.4

# Screening results deposited in PubChem BioAssay by National Center for Advancing Translational Sciences (NCATS).
